# TWEAK-Fn14 inh: blocks TWEAK-Fn14 interaction in a reporter cell assay; inhibition, % at 10 µM; TWEAK-stimulated Fn14 reporter cells, luciferase luminescence, 8 h; actives 2% (n = 360,000); in the data active = inhibition above about 50%
# NR2F2 inh: NR2F2 (human) inhibition, primary screen | P24468 | HEK293T NGFI-A luciferase reporter, luminescence | inhibition, % at 8.6 µM | actives 0.7% (n = 370,000) | AID 686940;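 active = inhibition above a per-plate cutoff, mean inhibition of test wells between control levels plus 3 SD, cut at about 38% in these data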;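 also: cells cotransfected with COUP-TFII expression vector driving the NGFI-A reporter; 0% = median of COUP-TF2 test wells and 100% = reporter-only cells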
# Target sequence (P24468 whole entry, looked up): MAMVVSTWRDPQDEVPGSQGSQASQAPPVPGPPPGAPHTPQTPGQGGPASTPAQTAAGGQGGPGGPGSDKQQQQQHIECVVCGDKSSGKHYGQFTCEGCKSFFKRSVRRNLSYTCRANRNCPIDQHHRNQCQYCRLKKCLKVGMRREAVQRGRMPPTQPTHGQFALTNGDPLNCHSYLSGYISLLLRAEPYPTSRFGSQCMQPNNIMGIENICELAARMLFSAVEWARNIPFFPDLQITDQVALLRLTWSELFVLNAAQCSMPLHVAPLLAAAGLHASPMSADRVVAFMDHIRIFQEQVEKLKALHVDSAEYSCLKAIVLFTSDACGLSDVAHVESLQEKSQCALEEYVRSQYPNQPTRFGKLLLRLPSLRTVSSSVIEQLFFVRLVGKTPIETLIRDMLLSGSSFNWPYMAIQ
# NCOA1 inh: human NCOA1 inhibition. actives 0.12% (n = 360,000). HEK293 GAL4-SRC1 luciferase reporter, luminescence. Q15788. AID 588354. inhibition, % at 3.6 µM;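 active = inhibition above the campaign mean plus 3 SD, with each screening campaign given its own cutoff, cut at about 60% in these data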;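 also: 0% = DMSO treated cells and 100% = gossypol at 36 µM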
# TROY NFkB inh: inhibitors of TROY-dependent NF-kB signaling | actives 0.98% (n = 360,000) | Q293 LMP1-TROYcd NF-kB luciferase reporter, 4 h | inhibition, % at 10 µM;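 active = compounds whose plate-normalised and pattern-corrected inhibition of the luciferase reporter signal at the single screening dose is 50% or more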
# SRC3 inh: inhibits human SRC3 coactivator; Q9Y6Q9; HEK293 GAL4-SRC3 luciferase reporter, luminescence; inhibition, % at 3.6 µM; actives 0.17% (n = 360,000);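 active = inhibition above a per-campaign cutoff, the mean of all compounds plus 3 SD, cut at about 60% in these data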;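 also: 0% = DMSO-treated cells and 100% = gossypol-treated cells at 36 µM; higher means less SRC3-driven luciferase light from the GAL4 reporter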
# CF NFkB block: blocks PAF-induced NF-kB reporter in cystic fibrosis cells; KKLEB NF-kB-GFP reporter, GFP fluorescence overnight; inhibition, % at 5 µM; actives 0.86% (n = 360,000);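 active = at least 50% inhibition at 5 µM, scaled per plate between neutral and stimulator controls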;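 also: PAF is a Pseudomonas aeruginosa culture filtrate used as stimulus; plate controls were PAF-stimulated DMSO wells for no effect and unstimulated DMSO wells for full effect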
# KKLEB tox: CF airway cell cytotoxicity counter-screen; KKLEB CF airway cells viability, ATPlite luminescence, overnight; stronger effect = lower value; cells stimulated with P. aeruginosa culture filtrate; activity change (cytotoxicity), % at 5 µM; actives 0.36% (n = 360,000); AID 602141;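 active = corrected activity change at or below -50% at 5 µM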
# LMP1 NFkB inh: inhibitors of Epstein-Barr LMP1-induced NF-kappaB reporter | LMP1-induced NF-kappaB luciferase reporter cells, luminescence | inhibition, % at 12.5 µM | AID 504558 | actives 0.69% (n = 350,000); in the data active = inhibition above about 41%;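 also: 0% = neutral control wells and 100% = reference inhibitor control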
# NCOA2 inhibitor: human SRC2 (NCOA2) inhibition | HEK293 GAL4-SRC2 luciferase reporter, luminescence | inhibition, % at 9 µM | actives 0.17% (n = 370,000) | AID 651957;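 active = inhibition above the mean inhibition of all tested compounds plus 3 SD, set per campaign, cut at about 52% in these data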;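 also: 0% = DMSO treated cells and 100% = cells given Gossypol at 36 µM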
# NR5A2 inv ag: suppresses constitutive activity of human LRH-1 | inhibition, % at 3.6 µM | HEK293T StAR-luciferase reporter, LRH-1 transfected, 24 h | actives 0.13% (n = 360,000);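 active = inhibition above the mean inhibition of all tested compounds plus 3 SD, cut at about 73% in these data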;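 also: 0% = DMSO wells and 100% = reporter-only cells lacking LRH-1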
# Target sequence (O00482 whole entry, looked up): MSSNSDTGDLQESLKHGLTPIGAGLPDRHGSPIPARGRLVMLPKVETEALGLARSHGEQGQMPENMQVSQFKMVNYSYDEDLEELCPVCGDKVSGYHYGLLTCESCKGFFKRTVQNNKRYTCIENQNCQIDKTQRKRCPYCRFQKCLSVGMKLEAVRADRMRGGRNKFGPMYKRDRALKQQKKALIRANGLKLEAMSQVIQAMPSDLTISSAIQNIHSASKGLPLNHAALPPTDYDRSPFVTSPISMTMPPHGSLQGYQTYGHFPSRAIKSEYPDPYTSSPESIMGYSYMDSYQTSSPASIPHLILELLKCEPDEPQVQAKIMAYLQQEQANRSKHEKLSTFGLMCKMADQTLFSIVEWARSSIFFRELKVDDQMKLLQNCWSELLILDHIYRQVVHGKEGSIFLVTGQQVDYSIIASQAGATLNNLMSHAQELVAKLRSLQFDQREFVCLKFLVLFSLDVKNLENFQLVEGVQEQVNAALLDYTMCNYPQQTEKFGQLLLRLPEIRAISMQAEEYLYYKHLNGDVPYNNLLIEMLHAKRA
# C8 TRAIL sens: sensitizes caspase-8 expressing cells to TRAIL; NB7+C8 cells + TRAIL, ATPlite viability luminescence; inhibition (viability loss, TRAIL sensitization), % at 10 µM; actives 1% (n = 360,000);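 active = compounds causing at least 50% loss of cell viability in the single-dose screen, relative to plate controls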
# The depositor's hits bear a star; nt = no result given. This is a random part of the collection; overall some 4.2% were active at least once.
SMILES,TWEAK-Fn14 inh,NR2F2 inh,NCOA1 inh,TROY NFkB inh,SRC3 inh,CF NFkB block,KKLEB tox,LMP1 NFkB inh,NCOA2 inhibitor,NR5A2 inv ag,C8 TRAIL sens
CC(C)C(=O)NNC(=O)CSc1ncnc2c1cnn2-c1ccccc1Cl,21.2,-2.1,2.9,-43.0,-0.7,-17.1,1.7,2.8,-1.8,-11.8,-7.8
C[C@H]1[C@H](C)CC[C@]2(C(=O)O)CC[C@]3(C)C(=CC[C@@H]4[C@@]5(C)CC[C@H](O)C(C)(C)[C@@H]5CC[C@]43C)[C@H]12,-47.6,-8.6,3.2,12.5,8.0,7.4,-2.8,1.2,-1.0,1.1,23.8
CN(Cc1nc(C(c2ccccc2)c2ccccc2)no1)CC1COCCO1 (stereo not drawn),20.9,9.9,10.2,-9.2,-7.2,-20.8,4.9,1.4,-1.2,9.0,-6.6
O=Cc1ccccc1-c1cn(CN2C(=O)c3ccccc3C2=O)nn1,-9.9,4.7,0.6,-21.6,-19.5,-11.9,10.5,-16.7,3.6,-6.2,-4.4
O=C(c1csc2ccccc12)N1CCN(c2ccccn2)CC1,-12.8,0.1,6.4,-31.1,4.7,-11.4,5.4,-8.7,-1.1,16.9,-1.3
CCOC(=O)c1cn(-c2ccc(F)c(F)c2F)c2c(F)c(F)c(F)cc2c1=O,-7.4,5.0,-2.3,-2.2,7.3,-10.7,-7.4,-0.8,6.4,11.3,64.2*
Cc1c(Cl)c([N+](=O)[O-])nn1CCCC(=O)Nc1cccc(Cl)c1Cl,-9.6,0.0,-13.8,23.6,19.7,0.5,4.8,-0.3,7.1,-15.5,10.6
COC(CN(C)S(=O)(=O)c1cc2c3c(c1)CCC(=O)N3CCC2)OC,-22.6,5.2,-4.3,-9.9,5.9,-22.0,13.8,-1.7,15.4,-13.3,-3.8
COc1ccc(NC(=O)COc2nsnc2N2CCOCC2)c(OC)c1,17.2,-20.1,-25.5,-33.7,18.5,-1.1,-12.9,-3.7,-1.5,3.1,-19.4
CCOC(=O)N1CCN(C(=O)c2cn(CC)c3ccc(S(=O)(=O)N(C)C4CCCCC4)cc3c2=O)CC1,5.7,2.5,-5.6,-3.7,-12.5,2.6,2.8,3.5,-13.5,-12.4,0.8
CCOc1cccc(CN2CCN(CCCc3ccccc3)C(CCO)C2)c1O (stereo not drawn),11.7,6.8,-2.0,-24.7,-3.8,0.0,6.8,5.4,-5.0,-6.5,11.1
O=C(NCC1COc2ccccc2O1)c1ccc(Cl)c(S(=O)(=O)N2CCCC2)c1 (stereo not drawn),13.9,14.6,9.6,23.3,1.7,-22.7,19.2,10.8,11.5,-9.5,2.2
COC(=O)C1=C(O)/C(=C\c2cc(C)n(-c3ccccc3F)c2C)N=C1C,21.3,7.4,5.6,17.7,2.4,1.8,-12.9,-11.2,-2.1,12.7,-3.8
CC(C)c1ccc(N(C(=O)c2cc3ccccc3oc2=O)C2C=CS(=O)(=O)C2)cc1 (stereo not drawn),-4.1,0.6,-5.7,2.9,8.6,-23.9,-3.7,0.9,0.6,14.6,-3.0
CN(CC(=O)Nc1ccc(Cl)cc1)C(=O)c1sccc1-c1ccccc1,8.2,14.7,4.9,6.3,8.5,-16.7,-8.9,0.0,-0.1,9.0,7.5
Cc1nc(N(C)C)c2sc(=S)n(Cc3ccccc3)c2n1,-16.0,-9.0,15.9,23.9,-3.4,-20.0,13.9,-5.4,-3.0,-5.5,3.4
CC(C)CNC(=O)COC(=O)CCC(=O)c1ccc(F)cc1,0.5,25.0,2.5,-5.5,14.8,-6.2,7.7,-3.2,6.8,16.2,14.6
O=[N+]([O-])c1ccc(S(=O)(=O)c2ccccc2)nc1,53.9*,7.0,7.1,57.5*,30.6,108.2*,-88.1*,52.6*,45.9,9.5,31.9
CCOC(=O)c1nnn(CC(=O)N2N=C(c3cccc4ccccc34)CC2c2ccccc2)c1C(=O)OCC (stereo not drawn),-9.5,-6.7,-15.2,9.4,2.8,28.0,-15.5,13.5,-21.1,1.9,4.1
CC(C)c1ccccc1OCC(=O)NC1CCCc2ccccc21 (stereo not drawn),-5.1,-8.4,-9.8,8.2,6.5,-4.2,-2.7,15.8,-5.2,2.2,9.1
CN(C(=O)C=Cc1ccccc1)c1ccccc1,-17.7,-5.9,-21.5,-24.7,-34.2,-29.8,11.8,2.5,-42.1,-3.3,-7.0
CCc1nnc(NC(=O)Cn2nnc(-c3ccccc3F)n2)s1,-4.8,-5.0,-0.5,-6.5,2.3,8.4,4.8,7.0,8.9,-17.2,-3.7
Cc1cc(C)cc(NC(=O)C/C(N)=N/O)c1,12.8,-0.1,-14.1,-8.2,5.9,2.6,-7.7,7.7,2.9,12.4,5.9
C/C(=C\C(=O)c1ccc(Br)cc1)NNC(=O)c1ccc(O)cc1,10.2,-14.0,-56.0,-15.2,-9.0,6.1,3.5,-6.0,-28.3,-29.6,20.1
Cn1nc(C(C)(C)C)c([N+](=O)[O-])c1C(=O)N1CCCCCC1,8.2,6.0,4.6,-4.3,2.6,-43.2,7.0,-4.5,-2.5,-4.0,-7.5
C[C@H]1CN([C@@H](C)CO)C(=O)CCCn2nncc2CO[C@H]1CN(C)C(=O)Nc1ccccc1,11.9,0.7,-10.6,-6.1,-11.1,7.0,-3.4,-6.9,-1.6,-9.0,-5.2
CC(=O)C1=C(O)C(=O)N(CCC(=O)O)C1c1cccc(F)c1 (stereo not drawn),3.7,7.2,-5.2,-0.8,8.5,-13.6,15.1,-14.6,-3.4,-16.3,0.9
CCc1cc[n+](CC(=O)Nc2ccc(Cl)cc2Cl)cc1,-15.6,8.4,-0.5,4.7,2.7,8.5,2.6,-0.8,-26.6,-6.3,1.5
N#Cc1c(-c2ccccc2)ccn(Cc2cccc(Cl)c2)c1=O,11.8,1.8,-0.7,5.0,5.5,-2.4,-0.9,-9.0,-2.9,-16.1,-7.0
O=C(SCC(O)C(O)CS)c1cccs1 (stereo not drawn),-8.6,-6.9,5.1,14.0,-13.3,-10.0,3.3,-5.4,4.1,-8.3,-13.1

# Three of the entries above in order of the SRC3 inh value, descending.
SMILES,SRC3 inh
CCOc1cccc(CN2CCN(CCCc3ccccc3)C(CCO)C2)c1O (stereo not drawn),-3.8
C/C(=C\C(=O)c1ccc(Br)cc1)NNC(=O)c1ccc(O)cc1,-9.0
O=Cc1ccccc1-c1cn(CN2C(=O)c3ccccc3C2=O)nn1,-19.5

# Next compounds:
SMILES,TWEAK-Fn14 inh,NR2F2 inh,NCOA1 inh,TROY NFkB inh,SRC3 inh,CF NFkB block,KKLEB tox,LMP1 NFkB inh,NCOA2 inhibitor,NR5A2 inv ag,C8 TRAIL sens
Clc1ccc(Br)c(-c2nc3ccccc3[nH]2)c1,14.7,2.6,2.4,-12.1,-6.4,-24.2,9.7,5.2,3.4,14.3,-3.6
COc1cccc(NC(=O)CCc2nnc3ccc(NCc4ccco4)nn23)c1,49.5,-5.2,-27.7,-6.0,-8.0,8.6,-3.5,0.7,-28.8,-1.4,-16.1
Cc1ccc(C)c(S(=O)(=O)N2CCCCC2CCNC(=O)C(=O)NCc2ccco2)c1 (stereo not drawn),25.8,9.4,-12.5,0.0,-0.7,9.9,-3.9,-2.4,11.6,2.6,29.1
COC(=O)C1C(c2ccccc2)C(C(=O)OCc2ccco2)C1c1ccccc1 (stereo not drawn),1.6,nt,9.8,-16.8,-0.7,-8.5,6.7,-3.9,nt,-12.9,28.4
O=c1oc2ccccc2cc1-c1ccccc1,-12.5,-23.8,-42.0,-63.8,-33.1,-5.5,6.0,-9.3,-44.1,-59.0,-3.1
O=C(COC(=O)c1ccc(NS(=O)(=O)c2ccc(F)c(F)c2)cc1)NCC1CCCO1 (stereo not drawn),-9.3,14.3,-12.7,-4.2,5.2,-5.2,9.0,0.7,-9.8,2.5,-7.8
COc1ccc(C2CC(c3ccccc3)=NN2c2ccc(/C=N/NC(=O)c3ccncc3)cc2)cc1 (stereo not drawn),-3.8,0.5,5.7,11.0,-5.6,-4.4,1.4,5.6,-6.8,-11.8,-8.6
Cc1cccc(C)c1NCc1nnc(SCC(=O)Nc2nc(-c3ccccc3)cs2)n1-c1ccccc1,0.7,14.4,-8.4,-4.5,13.0,-9.3,1.1,-4.0,2.1,12.4,-0.7
NC(=O)CSc1nc(C2CC2)nc2sc3c(c12)CCCC3,8.8,-28.1,-60.9,-44.4,-39.2,3.6,-25.6,-52.8,-32.5,-33.2,29.3
O=[N+]([O-])c1ccc(/C=N/Nc2ccccn2)cc1,-35.1,-12.3,-22.2,-33.5,-29.7,-30.5,2.8,-20.2,-12.5,7.5,1.5
Cc1ccccc1N=C1NC(=O)C(CO)(CO)S1,-7.4,6.5,8.1,19.6,-6.0,-2.8,1.4,1.5,-8.7,5.1,-11.1
CC(OC(=O)c1snc(C(=O)NC2CCCCC2)c1N)C(=O)NC1CCCCC1 (stereo not drawn),-35.4,-1.3,-6.6,0.3,-3.8,-10.5,13.6,5.4,-21.1,2.2,11.3
CC1CN(C(=O)CCNC(=O)c2ccccc2Cl)CC(C)O1 (stereo not drawn),8.4,-1.1,-17.2,-6.2,4.5,-11.1,16.8,-5.8,-7.2,11.3,1.1
CC(C)(C)n1nnnc1C(c1ccc(C(F)(F)F)cc1)N(Cc1ccccc1)Cc1ccco1 (stereo not drawn),3.5,-1.7,9.2,12.7,19.6,-1.4,9.1,-7.8,-2.2,4.3,20.4
COc1cc(CN2CCN(CCc3ccccc3)C(CCO)C2)cc(OC)c1 (stereo not drawn),5.5,17.6,-10.9,12.9,-5.2,9.8,1.4,1.2,8.0,-1.1,-8.7
CCOc1ccc(S(=O)(=O)N(CC)CC(=O)N2CCCC2)cc1,-0.1,8.2,4.5,11.6,-2.6,2.6,-3.7,0.5,-3.3,-0.8,-15.0
O=C(Nc1nnc([C@H]2C[C@H](O)[C@@H](CO)O2)s1)Nc1ccccc1F,-1.2,-14.2,-42.5,-32.7,-43.6,-14.0,-6.8,nt,-58.7,-65.8,5.6
CCCNC(=O)C(NS(=O)(=O)c1ccc2c(c1)c(=O)n(C)c(=O)n2C)c1ccccc1 (stereo not drawn),-4.0,9.4,-8.7,2.2,2.8,3.0,-8.3,0.4,-2.2,5.7,1.0
Cn1c(=O)c2c(nc(Sc3ccccc3N)n2C)n(C)c1=O,17.5,7.9,9.9,-10.5,1.6,-3.2,7.0,-8.5,-19.1,-4.9,10.5
Cc1cccc(CCNC(=O)C2CCCN(S(=O)(=O)c3cnc[nH]3)C2)c1 (stereo not drawn),-3.0,-5.7,-79.5,-1.4,2.8,-24.7,-4.2,4.3,-14.0,3.7,-20.9
CCn1cc(C(=O)N2CCN(c3ccccn3)CC2)c2cc(OC)c(OC)cc2c1=O,9.6,9.9,10.4,7.2,-15.1,3.1,-6.3,6.2,-21.9,-14.1,-10.0
